WT yeast gro inh: growth inhibition of WT yeast, mitochondrial fusion screen. mitochondrial fusion phenotypic screen, WT strain. inhibition, % at 10 µM. 2.1% of 190,000 active. AID 1362; in the data active means inhibition above about 58%; tested in S. cerevisiae
West Nile virus CPE: West Nile virus antiviral activity, cell-based, CPE readout (AID 1621); West Nile virus-infected cells, CPE inhibition; higher % means a stronger effect; CPE inhibition, % at 10 µM, or IC50 in µM where a hit was titrated; 0.02% of 290,000 active; in the data active means a potency from the dose series; inconclusive means CPE inhibition mostly from about 3.7% at the one dose, without a potency; inactive means the rest, 99 in 100 with CPE inhibition below about 2.2%; further: strong numbers were not always called active
T cell HTS: modulates CD8 T cell binding to vesicles; 2C CD8+ T cell-vesicle binding, flow cytometry; hits give low values; calls only at 7 µM; 0.068% of 330,000 active; AID 2052;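 active means response, share of CD8 T cells binding vesicles, and their 90th percentile fluorescence all below set limits, cut at about 80% in these data, passing the limit was not always enough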
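System: murine 2C transgenic CD8+ T lymphocytes; also added: QL9-loaded Drosophila micro-vesicles; times: binding 1.5 h at 37 °C; measured by: flow cytometry, PE anti-B7-1 (FL2) versus Alexa647 anti-CD8 (FL8), PFA-fixed; control set: Peptide-free naked vesicles (low) and QL9 vesicles with 0.7% DMSO vehicle (high)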
Hep lipid drop: hepatic lipid droplet formation modulation; AML12 mouse hepatocytes, oleate lipid droplets, BODIPY imaging; inhibition, % at 6.5 µM; 0.4% of 240,000 active;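 active means lipid droplet intensity inhibited by at least 50%, with more than 500 cells counted; inconclusive means wells with under 300 cells, treated as cytotoxic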
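Technique: fluorescence imaging, 20x objective, two fields per well / Assay system: AML12 hepatocytes (mouse) / Measure: % inhibition of lipid droplet signal / Doses: 6.5 µM single-point dosing / Incubation: overnight exposure / Reagent: 100 µM oleic acid challenge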
bCat nuc transl: beta-catenin nuclear translocation modulation | HeLa beta-catenin nuclear translocation, immunofluorescence imaging | nuclear translocation activity, % at 5 µM | 0.3% of 190,000 active | AID 1665;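 active means nuclear translocation activity above 50% at 5 µM, with a well cell count of 50 or more; inconclusive means wells under 50 cells across six images, flagged as toxic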;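 further: per-cell ratio of nuclear to cytoplasmic median beta-catenin stain intensity; plate controls were DMSO negative control for no effect and GSK-3 inhibitor IX positive control for full effect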
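System: HeLa cells, endogenous beta-catenin; compound dosing: 5 µM primary single dose, 0.1% DMSO, 0.02–20 µM confirmation series; incubation: 24 h compound exposure at 37°C, 5% CO2; signal: beta-catenin immunofluorescence imaging with DAPI; evaluation: % activation, nuclear-to-cytoplasmic median beta-catenin signal ratio per cell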
MT stabilizer: stabilizes microtubules in HeLa cells | HeLa tubulin immunostaining HCS, 24 h; share of cells brighter than vehicle mean+2SD | % tubulin-high responders, % at 10 µM | 0.83% of 200,000 active | AID 2205;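 active means plate Z-score above 3 for both tubulin-high and condensed-nucleus cell shares, with cell loss under 80%, at 10 µM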;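 further: anti alpha tubulin signal scored within the nucleus-defined area of each cell; some results filed as inactive read as strong as hits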
Autophagy mod: alters autophagy in cells; MEF GFP-LC3 puncta imaging; test concentration mostly 10 µM; calls only at 10 µM (by protocol); 0.98% of 190,000 active;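 active means percentage of spot-positive cells more than 3 SD above its plate mean, without a fluorescence outlier flag or 80% toxicity; inconclusive means no clear call, values can overlap the other calls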;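 further: spot-positive cell cutoff set from DMSO-treated cells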
Myeloid diff 2: myeloid differentiation induction | 1% of 360,000 active | AID 624256 | ER-HoxA9 myeloid progenitors, lysozyme-GFP differentiation, flow cytometry | calls only at 10 µM;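 active means normalized GFP-positive differentiation at or above the plate's own cutoff, the solvent-only control mean plus 3 SD; inconclusive means no clear call, values can overlap the other calls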;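 further: cells exposed to compound for four days before flow analysis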
Ins promoter up: MIN6 insulin promoter up-regulation; MIN6 insulin promoter-GFP reporter, high-content imaging; hits give high values; z-score at 5 µM; 0.3% of 190,000 active; AID 1625;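 active means z-score above 3 at 5 µM with at least 500 cells counted in the well; inconclusive means wells under 500 cells, flagged as cytotoxic or low count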
WT yeast gro inh mutant strain: second read-out of WT yeast gro inh, no call of its own (marks repeat the call); inhibition, %; mitochondrial fusion phenotypic screen, mutant strain inhibition
Ins promoter up cell count: recorded beside Ins promoter up, whose call it bears; cell count; measured here: cytotoxicity, nuclei count;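 total cells summed across four imaged fields per well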
Hep lipid drop cells 6.5 µM: also measured in Hep lipid drop; calls as there; cell count; measured here: cell count, cytotoxicity flag;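 cells counted across two imaged fields per well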
bCat nuc transl cell count 5 µM: also measured in bCat nuc transl; calls as there; cell count; measured here: cell count, cytotoxicity flag
T cell HTS vesicle-bound %: second read-out of T cell HTS, no call of its own (marks repeat the call); double positive events, %; measured here: CD8+ vesicle-bound cell fraction;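 binding gate set so that unloaded-vesicle control wells show 10% double positive cells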
MT stabilizer Hoechst-high %: further read-out of MT stabilizer, marked with its call; % Hoechst-high responders; measured here: nuclear condensation Hoechst responders;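 share of cells brighter than vehicle mean plus two SD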
MT stabilizer cytotoxicity %: also measured in MT stabilizer; calls as there; toxicity, %; measured here: cytotoxicity by cell density;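 0% = mean cell density of plate MIN control wells and 100% = no cells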
Autophagy mod cell loss 18 h: also measured in Autophagy mod; calls as there; toxicity, %; measured here: cell loss, nuclei count;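 cell loss after 18 h compound exposure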
Myeloid diff 2 GFP+ MAC1+ %: further read-out of Myeloid diff 2, marked with its call; GFP+ MAC1+ double positive, %; measured here: differentiation confirmed by MAC1 staining
* marks the source's active call; other numbers are inactive results; i = inactive; ? = inconclusive; . = not tested or not shown.

Results follow in this order: WT yeast gro inh, WT yeast gro inh mutant strain, West Nile virus CPE, T cell HTS, T cell HTS vesicle-bound %, Hep lipid drop, Hep lipid drop cells 6.5 µM, bCat nuc transl, bCat nuc transl cell count 5 µM, MT stabilizer, MT stabilizer Hoechst-high %, MT stabilizer cytotoxicity %, Autophagy mod, Autophagy mod cell loss 18 h, Myeloid diff 2, Myeloid diff 2 GFP+ MAC1+ %, Ins promoter up, Ins promoter up cell count
1. Cc1ccc(N2C(=O)C(CC(=O)Nc3cccc(F)c3)N(CCc3ccncc3)C2=O)cc1 (stereo unspecified)
    -10.8, -9.5, -0.6%, i, 33.1, 1.5, 626, 1.7, 849, 0.9, 1.2, 8.9, i, -7.0, i, 0.4, 0.1, 1583
2. CCN(CC)CCNC(=O)Cn1cnc2sc(C)c(S(=O)(=O)N3CC(C)CC(C)C3)c2c1=O (stereo unspecified)
    ., ., -0.3%, i, 24.6, -0.4, 820, ., ., ., ., ., ., ., i, 0.2, ., .
3. O=C(Oc1ccc(Cl)cc1)c1ccc2nccnc2c1
    -21.9, 10.6, 0.0%, i, 28.7, -16.0, 751, -6.9, 1226, 2.0, 1.7, 7.7, i, -17.1, i, 0.6, -0.52, 947
4. Cc1nn2c(=O)c(NC(=O)c3ccc(Cl)cc3)cnc2s1
    8.2, -5.4, 0.0%, i, 31.1, 6.0, 670, -0.9, 1108, 2.1, 1.6, 0.8, i, 28.9, i, 0.2, -0.54, 1320
5. COc1ccc(S(=O)(=O)Nc2cccc(F)c2C)cc1C(=O)N1CCOCC1
    -4.7, -0.8, 0.1%, i, 57.4, -32.1, 642, -1.2, 1139, 2.6, 1.7, 3.5, i, 15.4, i, 0.1, -0.47, 1196
6. C=CCn1c(SCC(=O)Nc2ccc(C(=O)OCC)cc2)nnc1-c1cccs1
    3.6, -2.4, 0.1%, i, 37.6, -0.6, 781, -1.1, 1184, 3.1, 1.7, 2.4, i, 8.9, i, 0.8, -0.05, 1261
7. Cn1c(SCC(N)=O)nnc1C1CCN(C(=O)NC2CCCCC2)CC1
    -1.6, -4.8, 0.1%, i, 56.2, ., ., -2.5, 1230, 3.0, 2.7, 9.9, i, 13.2, i, 0.4, 0.42, 1313
8. O=C1c2ccccc2C(O)N1c1cccnc1 (stereo unspecified)
    2.2, -1.5, -0.1%, i, 14.5, ., ., -2.2, 1134, 2.7, 2.3, 3.6, i, 17.7, i, 2.0, 1.12, 887
9. CCc1ccc(S(=O)(=O)c2n[nH]n3c2nc(=O)c2ccccc23)cc1
    -19.6, -0.2, -0.7%, i, 11.6, 8.4, 706, -3.2, 1237, 2.6, 0.9, 29.9, i, -2.4, i, 2.0, 0.27, 1171
10. COc1ccc(OC)c(S(=O)(=O)NCCS(=O)(=O)N2CCN(c3ccccc3)CC2)c1
    ., ., -0.6%, i, 30.8, 10.1, 680, ., ., ., ., ., ., ., i, 0.6, ., .
11. COC(=O)Nc1ccc(S(=O)(=O)N2CCN(C)CC2)cc1
    -39.5, -20.1, 0.0%, i, 25.5, ., ., 0.5, 979, 3.3, 2.9, 2.7, i, -49.2, i, 1.0, 2.53, 1464
12. CC(=O)Nc1sc2c(c1C(=O)N1CCOCC1)CCCCC2
    ., ., -0.1%, i, 8.0, 11.2, 708, ., ., 1.8, 1.2, 3.8, i, -1.3, i, 0.3, ., .
13. COc1ccccc1NC(=O)c1nnn(Cc2ccccc2)c1NC(=O)C(F)(F)F
    23.5, 13.5, 0.3%, i, 28.4, ., ., -4.3, 931, 4.1, 2.2, 8.3, i, -2.9, i, 0.9, -0.09, 1487
14. COc1ccccc1/C=C/CN1CC(C)OC(C)C1 (stereo unspecified)
    8.4, 4.6, -0.1%, i, 12.5, -3.7, 680, ., ., 2.7, 1.8, 10.5, i, 2.1, i, 6.3, -0.23, 1281
15. CNC(=S)Nc1cccc([N+](=O)[O-])c1
    -13.7, -12.9, -0.3%, i, 57.1, 16.8, 699, -4.3, 1121, 1.8, 0.4, 2.5, i, -4.8, i, 0.8, -0.1, 1486
16. CC(=O)N1CCN(C(C)=O)C1c1ccccc1
    -4.4, -10.6, 0.1%, i, 51.5, 2.6, 775, -1.0, 1093, 3.1, 2.8, 5.4, i, 1.6, i, 0.5, 0.07, 1346
17. CC(C)(C)C(=O)Nc1ccc(C(=O)N/N=C/c2ccccc2OC(=O)c2ccc(Cl)cc2Cl)cc1
    -7.6, 4.8, ?, i, 13.2, ., ., 1.7, 1515, 2.6, 1.0, 4.9, i, -2.2, i, 0.8, -0.61, 832
18. COC(=O)C(Cc1ccc(O)cc1)N1Cc2ccccc2C1=O (stereo unspecified)
    ., ., -0.7%, i, 49.6, 19.1, 746, ., ., ., ., ., ., ., i, 0.4, ., .
19. COc1ccc(S(=O)(=O)N(CC(=O)NCC2CCCO2)c2ccc(Cl)cc2)cc1 (stereo unspecified)
    ., ., -0.1%, i, 17.5, 9.3, 846, ., ., ., ., ., ., ., i, 0.8, ., .
20. CC(=O)Nc1ccccc1C(=O)C(=O)NCCc1ccccc1
    -15.2, -8.2, 0.2%, i, 28.8, -15.3, 672, 1.1, 1108, 3.8, 3.2, 5.9, i, -4.6, i, 0.1, -0.5, 1170
21. Cc1cc(NC(=O)c2ccc([N+](=O)[O-])cc2)no1
    ., ., 0.0%, i, 55.6, 3.9, 850, ., ., ., ., ., ., ., i, 0.4, ., .
22. CCOc1nc(SCCOc2ccccc2)nc(N(C)C)n1
    32.3, 9.6, 0.3%, i, 45.5, -2.3, 713, ., ., 3.6, 1.8, 13.9, i, 4.6, i, 1.5, 0.22, 1340
23. COC(=O)c1c(NC(=O)C2CC2)sc2c1CCCC2
    23.5, 27.0, -0.2%, i, 40.6, -15.9, 629, 0.2, 1151, 4.6, 2.4, 6.2, i, -2.0, i, 1.5, -0.71, 1901
24. COc1ccc(CCNC(=O)C2CCN(S(=O)(=O)c3cccc4nsnc34)CC2)cc1OC
    17.8, 8.3, -0.3%, i, 42.5, ., ., ., ., 5.5, 3.5, 7.5, i, 6.7, i, 1.6, ., .
25. CN(C)CCCn1c(SCCN2C(=O)c3ccccc3C2=O)nc2ccccc2c1=O
    -13.7, -1.3, -0.5%, i, 45.4, 6.6, 735, 0.2, 1058, 2.2, 2.0, 6.2, i, -1.0, i, 0.3, -0.02, 1543
26. CCC(C)(C)n1nnnc1C(c1ccc2ncccc2c1)N1CCCCCC1 (stereo unspecified)
    26.9, 2.9, -0.3%, i, 13.5, -3.8, 745, -2.2, 1207, 2.8, 1.4, 5.3, i, -3.6, i, 1.2, 0.2, 1236
27. COCCOC(=O)C1=C(C)NC2=C(C(=O)CC(C)(C)C2)C1c1ccc2c(c1)OCO2 (stereo unspecified)
    1.2, -5.6, -0.5%, i, 39.9, ., ., -1.9, 1150, 6.4, 2.5, 10.0, i, 14.6, i, 7.5, 0.28, 817
28. CCOC(=O)CCCNC(=O)COC(=O)c1ccc(O)cc1
    3.8, 8.2, 0.4%, i, 45.6, -1.0, 702, 4.1, 1076, 2.4, 1.8, 4.5, i, -5.6, i, 0.8, -0.3, 868
29. O=C(N/N=C/c1cccnc1)c1cccc(S(=O)(=O)N2CCCC2)c1
    -11.4, 6.7, 0.1%, i, 17.9, 1.7, 670, -6.3, 1239, 5.0, 1.9, 5.7, i, 0.8, i, 0.8, -0.76, 1557
30. O=C(NCC1([N+](=O)[O-])CN(C(=O)c2ccccc2)CN(C(=O)c2ccccc2)C1)c1ccccc1
    -18.9, -10.9, -1.1%, i, 35.4, 2.2, 587, -1.3, 1054, 2.3, 1.0, 9.6, i, 14.8, i, 0.5, 0.77, 1496
31. Cc1ccnc(NS(=O)(=O)c2ccccc2)c1
    ., ., 0.0%, i, 53.6, 5.3, 850, ., ., ., ., ., ., ., i, 0.5, ., .
32. CC(=O)N1N=C(c2ccc(C)cc2)CC1c1ccc2c(c1)OCO2 (stereo unspecified)
    ., ., -1.4%, i, 29.9, -3.5, 735, -3.2, 1189, ., ., ., ., ., i, 0.2, -0.96, 1392
33. COc1ccc(-c2cc(-c3ccccc3)nc3ncnn23)cc1
    -0.6, 14.2, -0.1%, i, 23.1, 10.7, 653, -2.5, 1072, 1.6, 3.0, 12.3, i, -3.0, i, 1.9, -0.98, 1277
34. O=C(CS(=O)CC(=O)N(CC(=O)NC1CCCC1)c1ccccc1F)Nc1ccc(F)cc1 (stereo unspecified)
    ., ., -0.1%, i, 15.2, 6.2, 729, ., ., ., ., ., ., ., i, 0.4, ., .

High-throughput results (PubChem BioAssay)
